AmpC no deterg = inhibitors of E. coli AmpC beta-lactamase without detergent. P00811. AmpC nitrocefin hydrolysis, absorbance 480 nm, 0.0001% Triton. Potency, µM (series often up to 57.1 µM), for inactives: top-dose activity change, negative = inhibition, usual class: inhibitors. 0.52% of 330,000 active;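 further: potency means the concentration at half of the fitted maximal effect; plate controls were no compound for no effect and no enzyme for full effect; nearly all actives have a fitted effect of over 20% in size; some results filed as inactive show a strong effect at the top dose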
Target sequence (P00811 whole entry, looked up): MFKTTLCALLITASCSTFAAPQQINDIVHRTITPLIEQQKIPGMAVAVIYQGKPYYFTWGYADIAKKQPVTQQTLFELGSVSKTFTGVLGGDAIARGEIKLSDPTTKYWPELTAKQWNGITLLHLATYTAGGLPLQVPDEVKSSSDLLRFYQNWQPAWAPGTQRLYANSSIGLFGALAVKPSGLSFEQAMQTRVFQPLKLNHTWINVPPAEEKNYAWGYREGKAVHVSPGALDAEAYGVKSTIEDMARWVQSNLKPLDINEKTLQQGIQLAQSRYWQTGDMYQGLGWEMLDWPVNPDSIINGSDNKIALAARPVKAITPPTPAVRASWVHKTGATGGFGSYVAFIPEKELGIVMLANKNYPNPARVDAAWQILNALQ
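20 mM phosphate pH 7.0 + 0.01% (detergent screen) or 0.0001% Triton X-100; 5.3 nM AmpC reagent; cpd preinc 15 min RT; nitrocefin (800 uM stock) to start; A480 q20 s × 4 min; Activity was normalised to no-enzyme and no-compound control wells.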
Giardia FBPA inh = blocks Giardia fructose-bisphosphate aldolase activity; 0.71% of 290,000 active; purified Giardia FBPA; A8B2U2; Potency, µM (highest dose often 59.6 µM), inactives show top-dose activity, negative = inhibition, usual class: inhibitors; further: potency means the concentration at half of the fitted maximal effect; nearly all actives have a fitted effect of over 55% in size
Target sequence (A8B2U2 whole entry, looked up): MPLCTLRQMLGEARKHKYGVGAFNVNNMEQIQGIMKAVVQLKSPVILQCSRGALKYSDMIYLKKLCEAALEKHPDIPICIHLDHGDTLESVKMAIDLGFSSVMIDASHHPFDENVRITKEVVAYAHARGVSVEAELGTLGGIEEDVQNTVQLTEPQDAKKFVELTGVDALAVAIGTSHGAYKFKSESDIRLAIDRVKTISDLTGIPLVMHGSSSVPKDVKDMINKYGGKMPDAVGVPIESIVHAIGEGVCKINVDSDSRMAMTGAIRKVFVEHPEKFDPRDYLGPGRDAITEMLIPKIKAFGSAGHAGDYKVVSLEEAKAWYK
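40 nM FBPA preincubated 10 min at RT with compound (up to 57.5 uM final), then substrate plus GAPDH/TPI/NAD/arsenate coupling and diaphorase/resazurin added. Fluorescence read after 20 min at RT, 525/598 nm.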
Sm TGR block = S. mansoni TGR enzyme inhibition. purified TGR, DTNB reduction, TNB absorbance 405 nm. Q962Y6. Potency, µM (highest dose often 114 µM), for inactives: at the top dose activity change, negative = inhibition, hits mostly inhibitors. 3% of 360,000 active. AID 485364; further: potency means the concentration at half of the fitted maximal effect; nearly all actives have a fitted effect of over 60% in size
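Kinetic colorimetric format: TGR-catalysed, NADPH-driven DTNB reduction monitored via TNB absorbance. Enzyme dispensed at 20 nM; compound exposure 15 min at room temperature before reaction start.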
HCMV inh = inhibitors of human cytomegalovirus. HFF cells, HCMV-luciferase reporter, 72 h; hits give low values. activity change, negative = inhibition, % at 57.5 µM. 4.5% of 410,000 active. AID 1259415; in the data active means activity change below about -60%; inconclusive means no clear call, values can overlap the other calls; inactive means above about -39%
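Two compound doses tested in HFFs infected with HCMV-luciferase, MOI 1 PFU/cell, 72 h at 37C. Lysate luminescence read with OneGlo; data normalized against buffer-only and 10uM Salinomycin inhibitor controls.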
AMA1-RON2 inh = inhibitors of Plasmodium falciparum AMA1-RON2 interaction; AlphaScreen AMA1-biotinylated RON2 peptide binding; 0.2% of 360,000 active; AID 720542; Potency, µM (doses to about 58.2 µM), for inactives: top-dose activity change, negative = inhibition, most hits filed as inhibitors;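 further: potency means the concentration at half of the fitted maximal effect; 0% = vehicle wells and -100% = peptide control; nearly all actives have a fitted effect of over 45% in size; some results filed as inactive show a strong effect at the top dose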
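AMA1 (3D7) with his tag at 25 nM final met compounds first, then biotinylated RON2 peptide at 25 nM; detection used donor plus acceptor beads, 10 µg/mL apiece, read by AlphaScreen after 30 min at room temperature.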
AmpC inh detg = AmpC beta-lactamase inhibition with detergent present; P00811; AmpC hydrolysis of nitrocefin, absorbance 480 nm, 0.01% Triton; Potency, µM (top dose mostly 114 µM), for the others: at the top dose activity change, negative = inhibition, usual class: inhibitors; 0.041% of 370,000 active; AID 485294;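 further: potency means the concentration at half of the fitted maximal effect; 0% = no-compound wells and -100% = no-enzyme wells; nearly all actives have a fitted effect of over 25% in size; some results filed as inactive show a strong effect at the top dose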
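20 mM phosphate pH 7.0 + 0.01% (detergent screen) or 0.0001% Triton X-100; 5.3 nM AmpC reagent; cpd preinc 15 min RT; nitrocefin (800 uM stock) to start; A480 q20 s × 4 min; Activity was normalised to no-enzyme and no-compound control wells.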
The depositor's hits bear a star; ? = inconclusive; / = not tested or not shown; [ ] = dose if it differs, or a comment. Unless noted, the call rests on the fitted dose curve; in most records, active means well fitted curve in the direction sought with a large enough effect; inconclusive means small, poorly fitted or top-dose-only effect, or another doubt; inactive means no such curve, though single readings can be large; an effect the other way counts as inactive or inconclusive. Unless noted, on the % scale 0 is the no-effect control and ±100 the full control effect. Rows were taken by chance, and some 7.8% of all compounds hit somewhere here.

SMILES | HCMV inh | Sm TGR block | AMA1-RON2 inh | AmpC no deterg | AmpC inh detg | Giardia FBPA inh
COc1ccc(OC)c(NC(=O)COC(=O)c2ccc(S(=O)(=O)N3CCOCC3)cc2)c1 | -34 | -4% | 2% | 17% | -18% | -3%
CCCCC(CC)c1nnc(NC(=O)c2cccs2)s1 (stereo unspecified) | -1 | 9% | 45%[activator] | -22% | 2% | 7%
COC(=O)CSc1nc(C)c(C(C)=O)cc1C#N | -12 | -5% | 2% | 0% | -11% | 3%
CCN(CC(=O)NC1CCS(=O)(=O)C1)C(=O)c1cc(OC)c(OC)c(OC)c1 (stereo unspecified) | -1 | -19% | -8% | -14% | ? | /
CC(NC(=O)c1ccccc1SCC(=O)N1CCCC1)c1ccccc1 (stereo unspecified) | / | -5% | 58%[activator] | -2% | -6% | /
COc1ccc2[nH]c(=O)c(CN(C(=O)C3CCCO3)c3ccc(C)c(C)c3)cc2c1 (stereo unspecified) | -32 | 14% | 0% | -17% | 1% | 2%
O=C(COC(=O)c1ccc(S(=O)(=O)Nc2ccccc2)cc1)NCCC1=CCCCC1 | -31 | 0% | -4% | -6% | -16% | 10%
Cc1cccc(NC(=O)CN(CC2CCCO2)C(=O)c2cc3ccccc3o2)c1C (stereo unspecified) | -8 | -14% | 0% | 7% | 0% | /
COc1ccccc1-c1nc2c(c(SCc3cc(C)ccc3C)n1)Cc1c(CO)cnc(C)c1O2 | 5 | 0% | / | / | 1% | /
CCn1cc([N+](=O)[O-])c(C(=O)N2CCOCC2)n1 | -11 | -6% | -5%[11.6 µM] | -5% | -6% | 9%
Cc1ccc(NC(=O)CNc2cccc(S(=O)(=O)N3CCCCC3)c2)cc1F | -35 | -12% | 3% | -25% | 0% | /
O=C(NCC(c1cccnc1)N1CCc2ccccc2C1)C(=O)Nc1ccc(F)cc1F (stereo unspecified) | 1 | -9% | / | / | -7% | /
CCOc1ccc(CCNC(=O)COC(=O)CNS(=O)(=O)c2ccc(NC(C)=O)cc2)cc1OCC | -15 | -2% | -15% | 57% | 0% | /
COC(=O)C1CCN(C(=O)COC(=O)c2n[nH]c3ccccc23)CC1 | 3 | -6% | -3% | -11% | -23% | 2%
O=C(c1ccncc1)c1ccc(Br)cc1 | -10 | 3% | -3% | -12% | ? | 1%

Next part; the last four above are carried over.
SMILES | HCMV inh | Sm TGR block | AMA1-RON2 inh | AmpC no deterg | AmpC inh detg | Giardia FBPA inh
O=C(NCC(c1cccnc1)N1CCc2ccccc2C1)C(=O)Nc1ccc(F)cc1F (stereo unspecified) | 1 | -9% | / | / | -7% | /
CCOc1ccc(CCNC(=O)COC(=O)CNS(=O)(=O)c2ccc(NC(C)=O)cc2)cc1OCC | -15 | -2% | -15% | 57% | 0% | /
COC(=O)C1CCN(C(=O)COC(=O)c2n[nH]c3ccccc23)CC1 | 3 | -6% | -3% | -11% | -23% | 2%
O=C(c1ccncc1)c1ccc(Br)cc1 | -10 | 3% | -3% | -12% | ? | 1%
Cc1ccc(Cl)cc1NC(c1ccc(F)cc1)c1nnc(-c2ccccc2)o1 (stereo unspecified) | 2 | -11% | / | / | 1% | /
CCOC(=O)C1CCN(C(=O)CCc2nc3sc4c(c3c(=O)[nH]2)CCCC4)CC1 | -15 | -5% | -7% | 71%[activator] | ? | /
CCN(CC)CCCNC(=S)N1CCN(c2nc(-c3ccccc3)cs2)CC1 | -31 | ? | -7% | 82%[activator] | -7% | 0%
COc1ccccc1Nc1ncnc2scc(-c3ccc(F)cc3)c12 | -83* | 4% | / | / | 2% | /
Cc1ccc(CNC(=O)c2ccc(N3CCC4(CC3)CC(c3cccc(Br)c3)=NO4)c(NC(=O)c3ccc(Br)cc3)c2)cc1 | 2 | / | -3% | -49% | / | /
COc1cc(OC)cc(-c2cc3nc(C)cc(N4CCN(C(=O)c5ccco5)CC4)n3n2)c1 | / | -3% | / | 66%[activator] | 4% | 2%
CC(C)(C)NC(=O)Cn1cc(C#N)c2cc(Br)ccc21 | -30 | 0% | -3% | -4% | -1% | -1%
CC(=O)N1CCC(C(=O)c2ccc(Cl)cc2)CC1 | 26 | -4% | 4% | -3% | -11% | 0%
CC(Sc1nc(-c2ccco2)nc2c1c(=O)n(C)c(=O)n2C)C(=O)O (stereo unspecified) | 0 | 40µM* | 9% | -25% | -2% | 7%
O=C1CCc2cc(S(=O)(=O)NC(Cc3ccccc3)C(=O)NCC3CCCO3)ccc2N1 (stereo unspecified) | 15 | 1% | 1% | 17% | -17% | 3%
Cc1cccc(NC(=O)Cn2c(=O)n(Cc3ccccc3)c(=O)c3sc4ccccc4c32)c1 | -6 | -4% | / | / | -5% | /
O=C(Nc1ccccc1)c1ccc(NCCN2C(=O)CCC2=O)c([N+](=O)[O-])c1 | 25 | / | ? | 20% | -1% | 0%
CCOc1ccc(CCNC(=O)c2ccc(-c3nc(CSc4ccc(C)cc4)c(C)o3)cc2)cc1 | 6 | 4% | / | / | 15% | /
CCOC(=O)c1cc(C(C)(C)C)n(CCCN2CCOCC2)c1C | 28 | -16% | 0% | 88%[activator] | -12% | 1%
COc1cccc2cc(/C(C)=N/Nc3nc(-c4cc(C)ccc4C)cs3)c(=O)oc12 | 9 | -17% | 102%[activator] | ? | -6% | 0%
Cc1ccc(S(=O)(=O)N2CCN(C(=O)COC(=O)c3cccc(Cl)c3)CC2)c(C)c1 | 5 | -12% | 3% | 1% | -3% | /
CC(NC(=O)c1ccco1)C(c1cccs1)N1CCN(c2ccc(F)cc2)CC1 (stereo unspecified) | ? | 2% | -7% | 36% | 8% | ?
CN(C)c1ccc(NC(=O)Nc2cccc(Cl)c2)cc1 | 51 | -31% | ? | 5µM* | ? | -22%
Cc1ccc(C)c(/C=N/n2cc(-c3ccccc3)[nH]c2=S)c1 | -8 | -14% | 31%[activator] | 16µM* | -13% | 2%
CCCCn1c(=NC(=O)c2c(-c3c(F)cccc3Cl)noc2C)c(C(=O)OCC)cc2c(=O)n3ccccc3nc21 | 23 | 1% | / | / | 1% | /
Cc1ccccc1Nc1nc(N)nc(COC(=O)c2ccc([N+](=O)[O-])o2)n1 | 93 | ? | 32%[activator] | -6% | -12% | /
COc1cc(OC)c(C#N)c(S(=O)Cc2ccccc2)c1 (stereo unspecified) | -23 | 0% | 15% | -11% | 3% | -1%
COc1ccc(-c2cc(-c3cccs3)c(C#N)c(SCC(=O)NCc3ccccc3OC)n2)cc1 | -61* | 0% | -5% | -12% | -12% | -2%
Cc1cccc(-n2ncc3c(Nc4ccc(Oc5ccc(Cl)cc5)cc4)ncnc32)c1 | ? | 16% | / | / | 5% | /
COc1ccc(Nc2oc(/C=C/c3ccc(F)cc3)nc2C#N)cc1 | 44 | -1% | / | / | 20% | /
CCOC(=O)C1(Cc2cccc(Cl)c2)CCCN(C(=O)c2cc(C(C)C)nn2C)C1 (stereo unspecified) | -8 | -2% | -11% | 179%[activator] | 2% | /
CC(C)c1ccc(S(=O)(=O)N2CCN(C(=O)n3ccnc3)CC2)cc1 | ? | -1% | -4% | -5% | -2% | /
CC(C)(Oc1ccc(Cl)cc1)C(=O)NCc1n[nH]c(=O)c2ccccc12 | -23 | 5% | -8% | -12% | 0% | /
O=S(=O)(c1ccc(-c2ccon2)s1)N1CCN(c2ccccn2)CC1 | 15 | 10% | -10% | -17% | 2% | 0%
CC1(C)CC(=O)C=C(CN2C(=O)c3ccccc3C2=O)C1=O | 26 | 0% | -6% | -6% | 4% | /
O=C(/C=C/c1ccccc1)NC1CCS(=O)(=O)C1 (stereo unspecified) | -1 | -8% | 14% | -20% | -10% | 3%
CCCCSc1nc2ccc(Nc3nc(N4CCOCC4)nc(N4CCOCC4)n3)cc2s1 | ? | 19% | -4% | -2% | 0% | -1%
COc1ccc(-c2nc(/C=C3\C(C)=Nc4ccccc43)c(O)o2)cc1 | -9 | 45µM* | -19% | -16% | -6% | -7%
COC(=O)CN(c1cc(OC)ccc1OC)S(=O)(=O)c1ccc(OC)c(OC)c1 | 17 | 5% | 13% | 3% | ? | -3%
CCN(CC)C(=O)CN1C(=O)C2CC=C(Cl)CC2C1=O (stereo unspecified) | 25 | 1% | 11% | -5% | 5% | -2%
CN(CCC#N)C(=O)COC(=O)/C=C/c1ccc2c(c1)OCO2 | 12 | 15% | -2% | -12% | 5% | 2%
COc1cc(OC)cc(-c2nc(=S)n3ccsc3n2)c1 | 24 | -1% | -9% | -1% | 0% | 4%
O=C(CC1C(=O)NCCN1CC(c1ccccc1)c1ccccc1)NCC1CCOCC1 (stereo unspecified) | 15 | 0% | 6% | -19% | 0% | /
CCn1c(C)c(C)c2cc(C(=O)NCCCN3CCN(C)CC3)ccc21 | -10 | -17% | -12% | 6% | -4% | -6%
CCOc1ccc(CNC(=O)c2ccc(NC(=O)C3=CSCCO3)cc2)cc1 | 23 | -8% | -11% | -25% | -1% | -7%
Cn1c(=O)n(C)c2cc(NC(=O)c3ccccc3[N+](=O)[O-])c(Br)cc21 | 5 | / | -1% | -3% | 4% | 0%
CC(C)NC(=O)NC(=O)COC(=O)c1ccc(F)cc1F | -38 | -12% | -12% | -7% | -11% | 4%
COc1ccc(Br)cc1S(=O)(=O)Nc1cc(-c2cn3ccccc3n2)ccc1C | 30 | 0% | / | / | 5% | /
CC(CN1CCOCC1)OC(=O)Cc1ccccc1 (stereo unspecified) | -16 | -1% | 3% | -15% | 4% | -7%
O=C(CSc1nnc2ccc3ccccc3n12)Nc1ccccc1Cl | -22 | -12% | / | / | 15% | /
FC(F)(F)c1nc2ncc(Cl)cc2[nH]1 | -18 | 0% | 3% | -20% | -11% | ?
Cc1ccc(C(=O)Nc2cc([N+](=O)[O-])ccc2C)cc1 | 15 | 4% | 12% | -17% | -1% | -4%
Brc1ccccc1C1=Nn2c(nnc2-c2ccco2)SC1 | 25 | -27% | 3% | -31% | 3% | -3%
CCc1ccc(C(=O)COC(=O)CNC(=O)c2cccs2)cc1 | 42 | -28% | -5% | -21% | -1% | 1%
Cc1cccc(OCCN2CCOCC2)c1C | 59 | ? | -10% | 6% | 1% | ?
COc1cc(Cn2cnnn2)ccc1O | 26 | -30% | 0% | -9% | 0% | 4%
COc1ccc(N2CCN(C(=O)CCN3C(=O)C4C5C=CC(C5)C4C3=O)CC2)cc1 (stereo unspecified) | ? | -7% | -9% | 10% | 2% | 9%
COc1ccc2sc(-c3ccc(S(C)(=O)=O)cc3)c(C#CCO)c2c1 | ? | / | 8% | 183%[activator] | / | /
CCCC(=O)Nc1nnc(SCC(=O)NCc2cccs2)s1 | 83 | 9% | 15% | -25% | -4% | 1%
CS(=O)(=O)N(CC(=O)NCc1ccccc1)c1ccc(Cl)cc1 | 25 | -6% | 0% | -7% | ? | 1%
COc1cccc(OC)c1C(=O)Nc1ccc(S(=O)(=O)Nc2nccc(C)n2)cc1 | -5 | 4% | / | / | 13% | /
COc1cccc(OCc2cc(/C=N/Nc3ccc(C(=O)O)cc3)ccc2OC)c1 | 9 | -23% | -2% | 18µM* | 5% | -5%
COc1ccc2cc(C(=O)C3CCCN(C(=O)CCc4ccccn4)C3)ccc2c1 (stereo unspecified) | -31 | / | -19% | 148%[activator] | 1% | 0%
